From PubChem
Diaph act CS – counter-screen for diaphorase-based assays: diaphorase activators and chemical reducers; Diaphorase/resazurin coupled assay, resorufin fluorescence, 16 min; hits give high values; 1 = vehicle wells, 0 = NADH-free wells; activation factor at 20 µM; 0.005% of 190,000 active; AID 1229;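 active means diaphorase activity raised at least twofold by the compound at 20 µM; inactive means activation factor below 2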
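Assay system: Purified diaphorase enzyme from Clostridium kluyveri | Amount: Enzyme 0.07 U/mL final | Dosing: Compound 20 µM once, DMSO 1% | Timing: 16 min reaction at room temperature | Detection: Fluorescence, excitation 544 nm and emission 590 nm | Evaluation: Higher resorufin formation from activation or reduction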
G6PDH counter – inhibits Leuconostoc G6PDH, flagging false hits in G6PDH-based assays | Purified L. mesenteroides G6PDH, diaphorase/resazurin coupled fluorescence, 45 min | inhibition, % at 5 µM | 0.12% of 200,000 active; in the data active means inhibition above about 50%
STAT1 act – STAT1 signaling activation; NIH 3T3 STAT1-luciferase reporter, IFN-gamma, luminescence; 100% = IFN-gamma alone, no compound; AID 932; activation (% of control), % at 5.5 µM; 2.6% of 200,000 active;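 active means activation above the screen-wide mean activation plus 3 SD, cut at about 130% in these data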;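 further: raw ratio to IFN-gamma control signal so 100% means no change and 0% no light; values of inactives mirror those of a sister screen read the other way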
TLR4 MyD88 comp – blocks binding of human TLR4 to MyD88. HeLa CL3-4 TLR4/MyD88 BLA complementation, FRET ratio. inhibition, % at 8.4 µM. 0.18% of 200,000 active. AID 861; in the data active means inhibition above about 25%;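 further: 0% = vehicle and 100% = reference inhibitor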
Target sequence (O00206 whole entry, looked up): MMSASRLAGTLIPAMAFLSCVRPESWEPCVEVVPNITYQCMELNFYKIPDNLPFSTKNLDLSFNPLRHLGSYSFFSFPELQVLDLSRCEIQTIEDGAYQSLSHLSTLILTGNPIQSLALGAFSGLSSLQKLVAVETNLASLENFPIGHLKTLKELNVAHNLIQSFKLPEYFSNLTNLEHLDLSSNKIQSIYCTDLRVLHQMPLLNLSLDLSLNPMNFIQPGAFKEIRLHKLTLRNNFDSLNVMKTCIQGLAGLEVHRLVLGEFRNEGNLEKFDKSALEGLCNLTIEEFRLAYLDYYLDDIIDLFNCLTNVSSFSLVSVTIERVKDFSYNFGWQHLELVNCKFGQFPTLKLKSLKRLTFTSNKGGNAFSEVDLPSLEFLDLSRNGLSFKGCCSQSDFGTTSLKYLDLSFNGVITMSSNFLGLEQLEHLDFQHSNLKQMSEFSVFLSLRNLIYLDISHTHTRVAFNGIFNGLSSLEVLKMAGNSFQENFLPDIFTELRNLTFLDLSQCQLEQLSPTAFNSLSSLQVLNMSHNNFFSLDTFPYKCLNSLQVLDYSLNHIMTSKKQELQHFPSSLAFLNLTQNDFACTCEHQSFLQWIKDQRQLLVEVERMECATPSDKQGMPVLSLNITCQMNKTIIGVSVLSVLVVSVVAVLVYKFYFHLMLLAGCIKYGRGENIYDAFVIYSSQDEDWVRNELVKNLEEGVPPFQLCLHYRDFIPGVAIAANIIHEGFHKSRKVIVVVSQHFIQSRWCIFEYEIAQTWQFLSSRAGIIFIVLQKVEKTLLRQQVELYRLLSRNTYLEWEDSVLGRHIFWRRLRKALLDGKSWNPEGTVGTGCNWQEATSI
Target sequence (Q99836 whole entry, looked up): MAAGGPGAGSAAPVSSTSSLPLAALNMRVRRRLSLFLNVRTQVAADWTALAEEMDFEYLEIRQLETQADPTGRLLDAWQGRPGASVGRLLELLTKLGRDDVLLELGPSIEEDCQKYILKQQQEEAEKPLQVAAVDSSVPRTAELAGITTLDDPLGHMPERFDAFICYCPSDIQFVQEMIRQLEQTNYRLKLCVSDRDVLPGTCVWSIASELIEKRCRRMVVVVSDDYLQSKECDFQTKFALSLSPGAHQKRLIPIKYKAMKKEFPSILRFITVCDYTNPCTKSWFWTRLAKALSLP
FLuc stim CS – affects firefly luciferase, flagging false hits in luciferase stimulation screens | 200,000 tested, under 10 active | ATPlite luciferase biochemical, luminescence, 10 min; 0 = ATP-free wells, 1 = DMSO control | P08659 | activation factor at 10 µM;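 active means luciferase activation factor, scaled between plate controls, of at least 2 with compound at 10 µM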
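assay system = Luciferase/luciferin detection reagent, cell-free biochemical luciferase assay | also added = ATP substrate | times = 10 min post-reagent at room temperature | measured by = luminescence from luciferase reaction | measure = luciferase activation, seen as luminescence increase over controls | benchmarks = low control with PBS replacing ATP, high control enzyme plus ATP without compound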
FLuc inh counter – Photinus pyralis luciferase inhibition counter-screen; ATPLite firefly luciferase biochemical luminescence, 10 min; inhibition, % at 10 µM; 1.5% of 200,000 active;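 active means inhibition above about 50% when tested at 10 µM, limit read from the data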
APP 5'UTR act – APP 5'UTR luciferase reporter activation; activation, % at 2 µM; 1% of 190,000 active; SH-SY5Y APP 5'UTR luciferase reporter, luminescence; zero percent = DMSO vehicle wells; AID 1276;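 active means activation above a set limit, based on mean plus 3 SD of controls, cut at about 140% in these data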; further: values of inactives mirror those of a sister screen read the other way
APP transl inh – APP translation inhibition. 0.82% of 190,000 active. inhibition, % at 2 µM. SH-SY5Y APP 5'UTR-luciferase reporter, luminescence;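 active means inhibition above a set limit, derived from the sample mean plus 3 SD, cut at about 45% in these data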; further: values of inactives mirror those of a sister screen read the other way
NF-kB expr up – compounds increasing NF-kB expression in human neuronal cells. AID 1239. 1.6% of 190,000 active. NF-kB reporter expression; hits give high values. fold change at 12.5 µM; in the data active means fold change above about 3.3
Diaphorase inh – diaphorase inhibition or chemical oxidation counter-screen | diaphorase resazurin-to-resorufin fluorescence, NADH, 16 min; bacterial (C. kluyveri) enzyme, not human | inhibition, % at 20 µM | 0.69% of 190,000 active;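 active means primary screen inhibition at 20 µM above a set limit, cut at about 50% in these data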;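 further: plate controls were DMSO with full reaction for no effect and wells lacking NADH for full effect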
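Assay system – diaphorase enzyme from Clostridium kluyveri · Amount – diaphorase 0.14 U/mL (working solution) · Times – reaction incubation of 16 min at room temperature · Controls – No-NADH positive control and DMSO neutral control · Signal – resorufin fluorescence 544/590 nm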
* marks the source's active call; other numbers are inactive results; . = no result given.

SMILES	Diaph act CS	G6PDH counter	STAT1 act	TLR4 MyD88 comp	FLuc stim CS	FLuc inh counter	APP 5'UTR act	APP transl inh	NF-kB expr up	Diaphorase inh
CCOC(=O)C(CC)n1cnc2c(nnn2-c2ccc(C)cc2)c1=O (stereo not drawn)	1	9	102	-1	1	-4	3	-3	1.1	3
CN(C)S(=O)(=O)Nc1ccccc1F	1.2	12	101	-9	1	-5	4	-4	1.2	-16
COc1ccccc1OCCC(=O)OCC(=O)NCc1ccccc1	0.9	0	90	-10	1	-2	11	-11	1.2	13
c1ccc2c(c1)CCCN2Cc1nnc2n1CCCCC2	0.9	1	103	11	1	1	23	-23	1.4	10
Cc1ccc(OCC(=O)Nc2cccc(C)n2)c(C)c1	0.9	-1	115	-6	0.6	45	124	-124	1.7	8
O=C(C1COc2ccccc2O1)N1CCOCC1 (stereo not drawn)	0.9	14	91	9	1	-5	-4	4	0.82	11
CCOC(=O)N1N=C(c2ccccc2)CC1(O)C(F)(F)F (stereo not drawn)	1	-2	125	-3	0.9	9	95	-95	1.6	4
COCCN(C(=O)CCC(=O)Nc1cccnc1)C(C(=O)NC1CCCCC1)c1ccccc1 (stereo not drawn)	0.9	0	94	-3	1	-3	6	-6	1.1	7
Nc1ccc2nn(-c3ccccc3)nc2c1	0.4	32	155*	13	0.4	60*	93	-93	3	60*
Cc1cc(C)nc(-n2nc(C)cc2NC(=O)CNC2CCCCC2)n1	1.1	1	106	-10	1	-1	14	-14	1.1	-5
C=C(C)C(=O)NC1=NN(c2ccccc2)C(=O)C1	1	-3	93	-6	1.1	-6	2	-2	0.84	3
COc1ccc(-n2c(=S)[nH]c3cc(C(=O)O)ccc3c2=O)cc1	0.9	6	104	5	1	-3	20	-20	1.2	12
COc1cccc(C(=O)NC(=S)Nc2ccc(N(C)C)cc2)c1	0.7	-5	128	-12	0.9	6	67	-67	2.5	26
O=C(NCc1ccco1)c1cc(C(=O)C2CCCCC2)c[nH]1	0.9	-6	102	0	1	-4	7	-7	1	7
O=C(Nc1ccccc1C(=O)N1CCN(Cc2ccccc2)CC1)c1ccccn1	0.9	6	99	1	1.1	-8	-5	5	1.1	9

3 compounds already listed, arranged by count of non-hydrogen atoms, smallest number first:
SMILES	Diaph act CS	G6PDH counter	STAT1 act	TLR4 MyD88 comp	FLuc stim CS	FLuc inh counter	APP 5'UTR act	APP transl inh	NF-kB expr up	Diaphorase inh
O=C(C1COc2ccccc2O1)N1CCOCC1 (stereo not drawn)	0.9	14	91	9	1	-5	-4	4	0.82	11
Cc1ccc(OCC(=O)Nc2cccc(C)n2)c(C)c1	0.9	-1	115	-6	0.6	45	124	-124	1.7	8
c1ccc2c(c1)CCCN2Cc1nnc2n1CCCCC2	0.9	1	103	11	1	1	23	-23	1.4	10

STAT1 act: entries above that show a hit.
structure	STAT1 act	TLR4 MyD88 comp	FLuc stim CS	APP 5'UTR act	APP transl inh	NF-kB expr up
Nc1ccc2nn(-c3ccccc3)nc2c1	155*	13	0.4	93	-93	3

Three entries out of the list above, arranged by the value under NF-kB expr up, descending.
| molecule | STAT1 act | TLR4 MyD88 comp | FLuc stim CS | APP 5'UTR act | APP transl inh | NF-kB expr up |
| --- | --- | --- | --- | --- | --- | --- |
| O=C(Nc1ccccc1C(=O)N1CCN(Cc2ccccc2)CC1)c1ccccn1 | 99 | 1 | 1.1 | -5 | 5 | 1.1 |
| C=C(C)C(=O)NC1=NN(c2ccccc2)C(=O)C1 | 93 | -6 | 1.1 | 2 | -2 | 0.84 |
| O=C(C1COc2ccccc2O1)N1CCOCC1 (stereo not drawn) | 91 | 9 | 1 | -4 | 4 | 0.82 |

(list continues)
SMILES	Diaph act CS	G6PDH counter	STAT1 act	TLR4 MyD88 comp	FLuc stim CS	FLuc inh counter	APP 5'UTR act	APP transl inh	NF-kB expr up	Diaphorase inh
c1ccc(-c2nc(-n3ccnc3)nc(-n3ccnc3)n2)cc1	0.6	-46	125	7	1	2	9	-9	0.39	42
CCCCN1C(=O)/C(=C2\SC(N3CCCCC3)=NC2=O)c2ccccc21	0.7	-3	125	-5	0.5	55*	40	-40	0.76	32
O=C(CSc1nnc(-c2ccccc2O)o1)N1CCc2ccccc2C1	0.8	13	95	5	1	-4	-6	6	1.1	19
Cc1ccc(C(=O)OC2CCCN(C)C2)cc1 (stereo not drawn)	1	8	96	-4	1	0	-5	5	1.3	-4
COc1ccc(OC)c(NC(=O)CSc2ccc3ccccc3c2)c1	0.7	12	92	-3	1.1	-8	17	-17	0.9	26
Cc1ccc(C(=O)Nc2nc(C(C)(C)C)cs2)s1	0.9	12	146*	2	0.8	22	106	-106	5*	14
Cc1cc(C(=O)OC2CCOC2=O)c2ccccc2n1 (stereo not drawn)	0.9	0	102	3	1	-1	-8	8	1.5	10
NC(=O)C1=C[C@@H](c2ccc(Br)cc2)C[C@@H](OCc2ccc(CO)cc2)O1	0.8	4	96	-9	1	-4	33	-33	1	17
O=C(Nc1ccc(NC(=O)C2CC2)nc1)c1ccco1	0.9	-1	122	-4	0.9	9	26	-26	1.7	9
Cc1ccc2nc(-c3ccc(SCC(=O)Nc4nc(C)cs4)nc3)[nH]c2c1	0.9	-17	146*	-7	0.7	28	149*	-149	1.6	14
Cc1cccc(Nc2nnc(SCC3CCCCO3)s2)c1 (stereo not drawn)	0.8	2	123	5	0.6	37	60	-60	1.8	19
CCN1C/C(=C\c2cccc(C)c2)c2nc3ccccc3c(C(=O)O)c2C1	0.9	11	99	-6	1.1	-7	-12	12	0.93	10
Cc1ccc(-c2nc(-c3ccc(Cl)cc3)sc2CC(=O)O)c(C)c1	1	4	101	18	1	-1	3	-3	1.5	1
CSC1=NCCN1S(=O)(=O)c1ccc(C)cc1	0.9	8	106	5	1	-1	-15	15	0.99	14
CC(=O)Nc1ccc(NC(=O)Cn2cc3c(n2)CCC(C)C3)cc1 (stereo not drawn)	1	9	101	-21	0.9	6	-5	5	1.1	2
O=C(Nc1ccc(Cc2ccc(NC(=O)C3CC3)c(O)c2)cc1O)C1CC1	0.9	8	96	0	1	-3	-7	7	1.4	11
O=C(NCCc1ccccc1)C(c1ccncc1)N(C(=O)c1csnn1)C1CC1 (stereo not drawn)	1	4	94	2	1	-2	3	-3	1.1	0
COc1cccc2c1N1C(=O)c3c(C(=O)O)cccc3C1CC2(C)C (stereo not drawn)	0.9	4	101	-7	1.1	-10	12	-12	1.3	7
CSc1nc2nc3c(cc2c(=O)[nH]1)C(O)Oc1ccc(C)cc1-3 (stereo not drawn)	0.9	9	107	15	1.1	-5	25	-25	1.2	11
Cc1ccc(NC(=O)CCC(=O)NNC(=O)/C=C/C(=O)O)c(C)c1	1.1	12	90	-11	1.1	-10	17	-17	1	-8
Cc1cc(C)nc(Nc2ccc(N3CCOCC3)cc2)n1	0.9	0	109	-14	0.8	23	6	-6	1.7	10
O=C(O)c1ccccc1-c1nc2ccccc2c(=O)[nH]1	0.9	-2	101	-14	1	0	10	-10	1	7
O=C(O)c1ccc(Cl)c(S(=O)(=O)Nc2ccccc2N2CCOCC2)c1	1	3	102	0	1	1	-11	10	0.98	-1
CCOCCCNC(=O)/C(C#N)=C/c1ccccc1F	1	-2	104	-9	1	-3	-8	8	1.3	4
COc1ccccc1C1c2[nH]c3ccccc3c2CCN1Cc1cnc(C)s1 (stereo not drawn)	1	0	49	7	1	-2	2	-2	0.89	4
COc1cccc2c(=O)n(CC(=O)Nc3ccc(F)cc3)ccc12	0.9	18	96	14	1	-2	19	-19	1.1	5
O=C(NC(=S)Nc1ccc2ncccc2c1)c1ccccc1	0.6	10	131*	-5	0.8	24	60	-60	1.1	36
COC(=O)c1ccccc1NC(=O)CSc1nccn1C	1	3	108	8	0.9	7	10	-10	1.3	-1
CCc1nc2ccc(C(=O)NCc3ccccc3)cc2nc1CC	0.7	17	97	-3	1	-3	14	-14	0.97	30
CSCC[C@@H](C(=O)O)N1Cc2ccccc2C1=O	0.8	-3	.	.	1	1	23	-23	1.1	16
O=C(O)CCCCCN1C(=O)C(O)=C(C(=O)/C=C/c2ccccc2)C1c1cccc([N+](=O)[O-])c1 (stereo not drawn)	0.7	4	95	-9	1	-5	-7	7	1.3	27
O=C(/C=C/c1ccccc1)N1CCC[C@H]1CO	0.9	6	101	-4	1	-3	-10	10	1	8
CN=C(Nc1ccc(C(=O)OC)cc1)SC1CC(=O)N(c2ccccc2F)C1=O (stereo not drawn)	0.8	-2	100	2	1	-2	5	-5	1.2	19
O=C(COC(=O)c1ccc([N+](=O)[O-])s1)NC(c1ccccc1)c1ccccc1	0.8	0	98	1	1.1	-8	-3	2	1.2	21
Cc1ccc(OCc2cn3cccnc3n2)cc1	1.1	10	128	-4	0.7	33	48	-48	2.2	-12
O=C1NC(=S)S/C1=C/c1ccc(Oc2cnccn2)cc1	0.9	-2	104	-10	0.7	28	-19	19	1.6	14
COc1cccc(NC(=O)C(OC(=O)c2ccc([N+](=O)[O-])o2)c2ccccc2)c1 (stereo not drawn)	0.7	3	96	-12	1.1	-6	-4	4	1.1	28
Cc1ccc(NC(=O)CSc2nnc(C3CCCCC3)n2N)cc1F	0.9	4	102	-4	1	1	10	-10	1.1	10
CC(=O)c1cc(F)ccc1OCC(=O)N1CCN(c2ccc(F)cc2)CC1	0.9	-1	98	-11	1.1	-5	16	-16	1.2	7
COc1ccc(/C=c2/sc3n(c2=O)NC2(c4ccccc4)N(C)C(=O)N(C)C2(c2ccccc2)N=3)cc1 (stereo not drawn)	1	16	105	-2	1	2	-15	15	1.4	3
COC(=O)c1cc(NC(=O)c2nccnc2C(=O)O)cc(C(=O)OC)c1	0.8	-5	99	-16	1.1	-6	6	-6	1.1	18
Cc1ccc(S(=O)(=O)Nc2cccc(-c3cn4ccsc4n3)c2)cc1	0.8	-20	97	-10	1	-5	.	-25	1	16
c1ccc(CN2CCN(c3nc(-c4ccccn4)nc4ccccc34)CC2)cc1	1	16	107	-7	1.1	-7	8	-8	1.1	1
Cn1nnc2cc(NC(=O)N3CC4(C)CC3CC(C)(C)C4)ccc21 (stereo not drawn)	0.8	-6	98	8	1	-4	33	-33	1.1	18
COC(=O)CSc1nc2ccc(NC(=O)CSc3nnnn3Cc3ccccc3)cc2s1	0.9	8	103	17	1.1	-8	1	-1	0.89	9
O=S(=O)(c1ccc(F)cc1)n1ccc(-c2cnc(-c3ccccc3)s2)n1	0.8	1	115	-8	1.1	-5	60	-60	1.8	22
CCCC(=O)Nc1c2c(nn1-c1ccc(C)cc1C)CSC2	0.9	5	98	-5	1.1	-6	28	-28	1.4	14
O=S(=O)(Nc1ccccc1N1CCOCC1)c1ccc(Cl)s1	0.8	5	99	7	1.1	-9	-8	8	1.4	19
Cc1nc(NC2=NCN(Cc3ccco3)CN2)nc2ccccc12	1	18	.	.	1	-2	.	.	.	-3
COc1ccccc1NC(C#N)c1ccccc1OCc1ccccc1 (stereo not drawn)	0.8	9	99	3	1	-4	3	-3	1.1	23
CC(C)c1nc(SCC(=O)c2ccc(F)cc2)c2ccccc2n1	0.9	-6	95	-1	1	0	12	-12	1.2	6
